Screening results from PubChem BioAssay.
hIAP block: human IAP inhibition; 330,000 compounds, 0.12% hits; AID 2544; inhibition, % at 10 µM; purified IAP, CDP-Star luminescence, 30 min;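 active means inhibition reaching a set limit with compound at 10 µM in the primary screen, cut at about 35% in these data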;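 further: plate controls were DMSO wells with enzyme for no effect and no-enzyme buffer wells for full effect; values of inactives mirror those of a sister screen read the other way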
Target sequence (P09923 whole entry, looked up): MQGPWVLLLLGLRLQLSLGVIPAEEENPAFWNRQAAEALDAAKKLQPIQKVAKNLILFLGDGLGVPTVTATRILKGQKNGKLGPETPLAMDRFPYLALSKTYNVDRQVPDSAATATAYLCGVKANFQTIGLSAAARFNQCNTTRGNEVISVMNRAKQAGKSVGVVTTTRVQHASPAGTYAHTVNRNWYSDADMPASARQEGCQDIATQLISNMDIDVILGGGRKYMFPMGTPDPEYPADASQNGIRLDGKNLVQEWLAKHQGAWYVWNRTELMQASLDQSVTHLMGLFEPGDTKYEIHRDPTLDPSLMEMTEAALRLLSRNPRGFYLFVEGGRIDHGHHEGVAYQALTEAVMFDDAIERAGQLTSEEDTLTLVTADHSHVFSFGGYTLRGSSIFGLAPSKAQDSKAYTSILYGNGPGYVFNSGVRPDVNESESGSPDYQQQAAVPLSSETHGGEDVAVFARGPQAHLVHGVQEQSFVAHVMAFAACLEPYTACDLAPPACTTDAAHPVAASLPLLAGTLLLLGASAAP
NR3A LBD binder: NR3A (human) ligand-binding domain modulation | NR3A LBD differential scanning fluorimetry, Tm shift; 0% = protein alone, 100% = glycine-bound protein | Tm shift relative to glycine control, % at 25 µM | 340,000 compounds, 2.5% hits;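 active means melting temperature shift of at least 10% of the positive control shift, at one fixed dose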
A3A deaminase: blocks human APOBEC3A ssDNA deamination | recombinant A3A, FAM/TAMRA ssDNA deamination fluorescence | inhibition, % at 20 µM | 330,000 compounds, 0.41% hits | P31941;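 active means at least 40% inhibition at 20 µM here, with at most 30% in a related deaminase screen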;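 further: plate controls were A3A with DMSO for no effect and wells lacking A3A enzyme for full effect; some results filed as inactive read as strong as hits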
Target sequence (P31941 whole entry, looked up): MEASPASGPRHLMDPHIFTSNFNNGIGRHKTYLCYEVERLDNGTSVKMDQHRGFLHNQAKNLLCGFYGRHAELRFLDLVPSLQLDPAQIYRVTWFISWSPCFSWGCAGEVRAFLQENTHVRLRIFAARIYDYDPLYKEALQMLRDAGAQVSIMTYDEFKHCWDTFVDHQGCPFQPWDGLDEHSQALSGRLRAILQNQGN
MIN6 prolif: inducers of beta-cell replication in MIN6 cells. MIN6 cells proliferation, ATPlite luminescence, 48 h; cells starved in 0.2% serum; 100% = growth in 10% serum. proliferation, % at 10 µM. 330,000 compounds, 0.29% hits. AID 2380;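 active means compounds whose signal lies at least 3.5 SD above the mean of all wells on their plate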;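 further: 0% = DMSO-treated cells in low-serum medium and 100% = 10% serum control; some compounds called inactive have numbers as strong as hits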
MPTP block: permeability transition pore inhibition; inhibition, % at 10 µM; 360,000 compounds, 1.4% hits; isolated mouse mitochondria, Ca2+ swelling absorbance, 30 min;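 active means inhibition of 50% or more, scaled per plate between neutral and stimulator controls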;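 further: 0% = DMSO wells given calcium and 100% = 1 mM EGTA wells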
hIAP act: human IAP activation | P09923 | purified human IAP, CDP-Star luminescence, 30 min; active compounds read high; 1 = vehicle-only enzyme, 0 = enzyme-free background | activation factor at 10 µM | 330,000 compounds, 0.16% hits | AID 2524;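 active means activation factor of the enzyme at least 2-fold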; further: the source names both 10 and 20 µM as test concentration; values of inactives mirror those of a sister screen read the other way
A3G deaminase: inhibitors of human APOBEC3G DNA deaminase; Q9HC16; inhibition, % at 20 µM; 330,000 compounds, 0.28% hits; recombinant A3G, ssDNA deamination FAM/TAMRA fluorescence;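 active means inhibition of at least 40% at 20 µM, with no more than 30% in the related APOBEC3A deaminase screen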;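 further: plate controls were DMSO wells with A3G for no effect and wells lacking A3G enzyme for full effect; some compounds called inactive have numbers as strong as hits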
mIAP inh: mouse IAP inhibition; AID 2806; inhibition, % at 10 µM; purified mouse IAP, CDP-Star luminescence, 30 min; 330,000 compounds, 0.2% hits;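 active means inhibition of at least 40% at 10 µM in the primary screen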;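 further: plate controls were DMSO with enzyme for no effect and no enzyme wells for full effect; values of inactives mirror those of a sister screen read the other way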
mIAP act: increases mouse intestinal alkaline phosphatase activity; activation factor at 10 µM; 330,000 compounds, 0.24% hits; AID 2805; muIAP, CDP-Star luminescence, 30 min; active compounds read high; 1 = vehicle-only enzyme signal, 0 = enzyme-free wells;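 active means activation factor of at least 2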; further: the source names both 10 and 20 µM as test concentration; values of inactives mirror those of a sister screen read the other way
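Assay system: mouse IAP enzyme; reagent: chemiluminescent substrate CDP-Star; dosing: test compounds delivered from DMSO solution; schedule: 30 min at room temperature; measured by: luminescence from enzymatic CDP-Star hydrolysis; controls: DMSO-only wells and no-enzyme negative control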
Numbers without * were called inactive; · = not tested or not shown; & = joins results of further samples.

SMILES	hIAP block	NR3A LBD binder	A3A deaminase	MIN6 prolif	MPTP block	hIAP act	A3G deaminase	mIAP inh	mIAP act
O=C(Cc1c(F)cccc1Cl)N/N=C/c1cccnc1	-13	-1	-4	4	-0.1	1.1	-7	-2	1
Cc1ccc(NC(=O)CSc2nccn2Cc2ccco2)cc1	-2	1	1	0	-0.7	1	1	-2	1
Cn1c(N)c(C(=O)CSc2nnc(C3CC3)n2Cc2ccccc2)c(=O)[nH]c1=O	-15	0	3	-2	-0.5	1.2	-15	-8	1.1
CCC(C)Sc1ccc(-c2nc3ccc(C)cn3c2NCc2ccccc2)cc1 (centres undefined)	-14	-18	0	-6	22&5.5	1.1	1	10	0.9
CC(C)c1ccc(NC2CCCN(C(=O)CCCn3cncn3)C2)cc1 (centres undefined)	0	3	-5	-2	0.7	1	-10	6	0.94
CC(C)Cn1nc(C(=O)OCC(=O)NCC(F)(F)F)c2ccccc2c1=O	6	0	4	-3	-1.9	0.94	-4	-8	1.1
CCCCN(C)Cc1c(C)[nH]c2c(ccc3ccccc32)c1=O	-12	2	-1	-4	0.0	1.1	13	-7	1.1
O=c1ccc(NS(=O)(=O)c2ccccc2Cl)cn1Cc1ccc(Cl)c(Cl)c1	-7	-6	-1	1	30	1.1	-1	3	0.97
CCOC(=O)C1CCN(C(=O)COC(=O)COc2ccc(Cl)cc2)CC1	-20	1	-3	-5	-1.6	1.2	-6	3	0.97
CN=C1S/C(=C\c2cn(CC(=O)OC)c3ccccc23)C(=O)N1C	2	-3	-3	-1	2.4	0.98	-7	10	0.9
Cc1ccc(S(=O)(=O)CC(=O)Nc2sc(C)c(C)c2C(N)=O)cc1	-13	-2	2	-2	1.2	1.1	19	-13	1.1
CCO[C@@H]1OC(C(=O)O)=C[C@H](C)[C@H]1CCCO	0	-1	-4	1	-0.6	1	-8	0	0.99
O=C(O)/C=C/c1nc(-c2ccccc2)n2ccccc12	3	5	12	0	0.4	0.97	-11	1	0.99
O=S(=O)(c1ccc2nc(N3CCN(c4ccccc4F)CC3)ccc2c1)N1CCCCC1	8	3	-1	-2	0.5	0.92	-5	9	0.91
O=S(=O)(Nc1ccc2c(c1)OCO2)c1cccc(Br)c1	17	0	-4	-3	-0.5	0.83	-7	6	0.94
O=C(CCNS(=O)(=O)c1ccccc1F)N1CCN(C(c2ccccc2)c2ccccc2)CC1	-2	4	-3	-3	-1.9	1	-14	-3	1
CN1CCSc2ccc(C(=O)NCc3cccc(F)c3)cc21	10	5	-6	-1	-2.3	0.9	-7	2	0.98
O=C(N/N=C/c1cc(Cl)cc([N+](=O)[O-])c1O)C1CC1	-9	-1	9	-5	-0.4	1.1	-1	20	0.8
O=C(O)c1ccccc1C(=O)NNC(=O)C(c1ccccc1)c1ccccc1	-35	5	-1	-2	-2.9	1.3	-6	2	0.98
COc1ccccc1NC(=O)N(Cc1ccccc1)c1ccccn1	1	-2	0	-2	2.1	0.99	-1	9	0.91
Cc1cc(/C=C2/SC(=O)NC2=O)c(C)n1-c1ccc(N2CCOCC2)cc1	19	-6	1	0	1.6	0.81	0	8	0.92
Cc1nc2ccc([N+](=O)[O-])cc2nc1C	-14	0	0	-2	3.2	1.1	-3	0	0.99
O=C(COC(=O)CNS(=O)(=O)/C=C/c1ccccc1)Nc1cccc2ccccc12	-18	-2	4	2	1.9	1.2	-8	7	0.93
Cc1cc(C)nc(/N=C(\N)Nc2ccc(C)c([N+](=O)[O-])c2)n1	-16	2	-1	-1	3.9	1.2	-1	-5	1
CC1CCCCN1CCCNC(=O)CCCN1C(=O)c2cccnc2Sc2ccccc21 (centres undefined)	-12	0	-6	-3	0.1	1.1	-7	-5	1.1
CCCC(C)NC(C)C(=O)NC1CCCC1 (centres undefined)	-17	-8	1	0	-0.6	1.2	1	2	0.98
COC(=O)c1ccccc1NC(=O)CSc1nccn1C	-6	2	-3	-3	-0.2	1.1	-6	7	0.93
N#Cc1c(-c2ccccc2Cl)cc(-c2ccccc2)[nH]c1=S	2	·	-2	-6	·	0.98	-6	8	0.93
CC(=O)N1CCCN(Cc2cn(-c3ccc(C)cc3)nc2-c2ccc(F)cc2)CC1	-3	1	1	1	-0.9	1	-4	1	0.99
COc1ccccc1NC(=O)CCC(=O)OC(C)C(=O)c1ccccc1 (centres undefined)	6	0	-5	2	0.4	0.94	1	-3	1
CC(C)CCNC(=O)Cc1ccc(Nc2nc(=S)[nH]c3ccccc23)cc1	7	-2	-2	-3	-0.5	0.93	-3	6	0.94
COc1ccc(N(CC(=O)NCCSc2ccccc2)S(=O)(=O)c2ccccc2)cc1	-7	4	-2	-4	0.4	1.1	-7	-16	1.2
COc1cc(NC(=O)c2cccc3c2C(=O)N(C2CCCCC2)C3)cc(OC)c1OC	-9	-7	5	-3	-0.2	1.1	5	14	0.86
O=C1CN(C(=O)c2cc(Br)c(Br)s2)c2ccccc2N1	33	1	-3	1	-6.6	0.67	-4	2	0.98
CC(C)C(=O)OC/C(O)=C(\C#N)c1nc2ccccc2[nH]1	-18	-2	-1	3	0.0	1.2	-5	19	0.81
Cc1cccc(-n2cc(-c3ccccc3)c3c(NN4CCOCC4)ncnc32)c1	-4	0	-2	-5	-1.9	1	-3	-9	1.1
CCc1nnc(NC(=O)C2(C)COC(c3ccc(OC)cc3)OC2)s1 (centres undefined)	-16	1	1	2	1.3	1.2	-13	-10	1.1
CC(OC(=O)CCN=C1NS(=O)(=O)c2ccccc21)C(=O)NC1CCCCC1C (centres undefined)	6	0	4	0	-1.9	0.94	-4	3	0.97
Cc1cc(C)c(C#N)c(SCc2ccccc2)n1	1	-1	3	-1	3.0	0.99	-5	-7	1.1
Cc1ccnc(NC(=O)Nc2ccc3c(c2)N(C)C(=O)CS3)c1	-2	-15	1	0	8.5	1	-10	-16	1.2

Just NR3A LBD binder and hIAP block, for some of the entries so far:
| smiles | NR3A LBD binder | hIAP block |
| --- | --- | --- |
| CC(C)CCNC(=O)Cc1ccc(Nc2nc(=S)[nH]c3ccccc23)cc1 | -2 | 7 |
| COc1ccc(N(CC(=O)NCCSc2ccccc2)S(=O)(=O)c2ccccc2)cc1 | 4 | -7 |
| COc1cc(NC(=O)c2cccc3c2C(=O)N(C2CCCCC2)C3)cc(OC)c1OC | -7 | -9 |
| O=C1CN(C(=O)c2cc(Br)c(Br)s2)c2ccccc2N1 | 1 | 33 |
| CC(C)C(=O)OC/C(O)=C(\C#N)c1nc2ccccc2[nH]1 | -2 | -18 |

Remaining list, next part
SMILES	hIAP block	NR3A LBD binder	A3A deaminase	MIN6 prolif	MPTP block	hIAP act	A3G deaminase	mIAP inh	mIAP act
CCOCCn1c(N2CCCC2)nc2c1c(=O)n(C)c(=O)n2C	-6	-3	-8	-1	0.3	1.1	-7	4	0.96
Cc1ccc(S(=O)(=O)C(C#N)c2nc3ccccc3nc2OC(C)C)cc1 (centres undefined)	5	-9	2	-4	48	0.95	0	4	0.96
O=C(COC(=O)c1cncc(Br)c1)NCCC1=CCCCC1	2	0	0	0	-2.1	0.98	-3	-2	1
CC[C@@]1(C(=O)OC)N[C@H](CN(C)C(=O)C2CCCCC2)[C@@H]2C(=O)N(Cc3ccccc3)C(=O)[C@@H]21	-1	1	-3	-2	0.8	1	-9	-8	1.1
O=c1[nH]c2ccc(S(=O)(=O)NCCO)cc2[nH]1	3	-1	0	0	-1.1	0.97	-4	1	0.99
O=C1CCCCC1c1cccc2ccccc12 (centres undefined)	6	3	1	-3	0.3	0.94	-6	-5	1.1
Cc1ccc2c(c1)c1c(n2C)C(C(N)=O)CCC1 (centres undefined)	-3	-1	-1	-2	9.6	1	-4	9	0.91
COc1ccc(C(CC(=O)NC(C)(C)C)n2cccc2)cc1 (centres undefined)	1	1	2	0	-7.0	0.99	1	0	1
CCC/C=C1/CCCOC(C(=O)NCCN2CCOCC2)(C(F)(F)F)C1 (centres undefined)	3	-2	-3	7	0.5	0.97	-14	7	0.93
CC1(C)c2ssc(=S)c2-c2ccccc2N1C(=O)CSC1=NCCS1	20	0	2	-5	-1.2	0.8	-3	25	0.75
Cc1cc(C(=O)COC(=O)c2ccc(Cl)c(S(N)(=O)=O)c2)c(C)n1C1CC1	12	0	-4	-1	-1.7	0.88	-7	7	0.93
COc1ccc([N+](=O)[O-])cc1COc1cc(C)cc2oc(=O)cc(-c3ccccc3)c12	26	-3	-2	-4	2.0	0.74	-6	0	1
Cc1ncoc1C(=O)N1CCCC(C(=O)Nc2cccc(-c3ccc(F)cc3)c2)C1 (centres undefined)	9	2	2	4	1.1	0.91	10	-14	1.1
Cc1ccc(NC(=O)CCC(=O)NNC(=O)COc2ccccc2)c(C)c1	-27	1	6	0	0.6	1.3	6	8	0.92
CCOC(=O)c1c(-c2ccccc2)nc2cc(C)ccn12	4	0	0	-1	0.4	0.96	1	2	0.98
c1ccc(-c2cc(N3CCOCC3)nc3ccccc23)cc1	-2	1	1	2	-1.2	1	-10	3	0.97
CC1CCN(C(=S)Nc2cccc(S(=O)(=O)N(C)C)c2)CC1	0	-2	-2	-1	0.0	1	-7	1	0.99
CCN1CCN(C(=O)c2ccc3c(Cl)c4c(nc3c2)CCCC4)CC1	17	0	1	2	-0.1	0.83	10	-7	1.1
COc1ccc(-c2nc(CSCC(=O)NCCC3=CCCCC3)c(C)o2)cc1OC	-11	2	1	2	2.4	1.1	-5	5	0.95
O=C(CCCOc1ccc(Cl)cc1Cl)Nc1ccccn1	-11	0	-2	-1	-0.6	1.1	12	4	0.96
COc1ccc(OC)c(CCNC(=O)CS(=O)(=O)Cc2nc(-c3ccccc3C)oc2C)c1	-8	-1	1	-2	12	1.1	-4	-4	1
O=C(Nc1nnc(-c2ccco2)o1)c1cccc(Cl)c1	-5	-2	1	-5	0.2	1.1	-2	3	0.97
COc1ccc2nc(NC(=O)C3CSC4(C)CCC(=O)N34)sc2c1 (centres undefined)	0	0	-2	-1	-0.7	1	-7	5	0.95
C=CC[C@@H](CC(=O)N[C@H](CO)Cc1ccccc1)C(=O)NCCOC(=O)[C@@H](CC=C)Cc1ccc(F)cc1	-2	-1	-1	0	0.8	1	-6	-11	1.1
Cn1c(=O)c2c(ncn2CC(=O)Nc2nnc(Cc3ccccc3)s2)n(C)c1=O	13	0	-4	1	-1.0	0.87	-8	0	1
Cc1nc2scc(C)n2c(=O)c1S(=O)(=O)Nc1ccc(OC(F)(F)F)cc1	21	-3	-1	-2	4.3	0.79	-6	4	0.96
CC1(C)C2CCC1(CS(=O)(=O)N1CCC(C(=O)O)CC1)C(=O)C2 (centres undefined)	6	5	-1	-1	1.3	0.94	-7	-2	1
Cn1c(=O)[nH]c(=O)c2c1nc(SCCN1CCOCC1)n2Cc1ccccc1	4	-6	-4	-2	-2.4	0.96	-1	0	1
CN(c1ccccc1)P(=O)(N(C)c1ccccc1)N(C)c1ccccc1	-14	-9	7	-1	-1.7	1.1	5	-13	1.1
COc1ccccc1C1C2CCCCC2(O)CCN1CC(=O)Nc1ccccc1 (centres undefined)	5	0	10	-2	-4.1	0.95	3	8	0.92
O=C(CN1C(=O)NC(Cc2ccccc2)C1=O)Nc1ccc(F)c(F)c1F (centres undefined)	-5	2	-2	-4	0.0	1	-9	0	1
O=C(Cn1nc(-c2ccc(N3CCOCC3)c([N+](=O)[O-])c2)c2ccccc2c1=O)N1CCCCC1	-8	2	-3	-2	-0.2	1.1	-5	7	0.93

The order is random. About 5% of those tested had a hit in this group.
